Yfh1-depleted yeast: mitochondrial function rescue without frataxin homolog – Friedreich's ataxia, plus single-dose screen, dose response (AID 1465). S. cerevisiae Yfh1-off respiration, WST-1 reduction, 72 h; higher fold induction means a stronger effect. one-dose fold induction at 50 µM; EC50 in µM for titrated hits. 220,000 tested, 0.074% active;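 active = fold induction of absorbance versus untreated yeast above a set limit, then at least 30% activation at any dose in follow-up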;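 note: activators that raise dye reduction in frataxin-depleted yeast; strong numbers were not always called active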
M17LAP inhibition: P. falciparum M17LAP inhibitors, primary screen, biochemical, fluorogenic H-Leu-NHMec substrate, 1536-well (AID 1619) | recombinant M17LAP, H-Leu-NHMec fluorogenic kinetic assay; higher % means a stronger effect | one-dose inhibition, % at 30 µM; IC50 in µM for titrated hits | 220,000 tested, 0.38% active;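 active = compound inhibiting the enzyme by more than half at any dose during confirmatory dose-response retesting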;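 note: plate controls were full reaction with DMSO carrier for no effect and no enzyme background for full effect; strong numbers were not always called active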
Dynein cargo inh: dynein cargo transport inhibition; 3617.4 mouse cells, GR-EGFP nuclear translocation imaging; test concentration mostly 20 µM; stimulated with dexamethasone, 1 µM; active compounds read low; z-score, hits read low; 220,000 tested, 0.47% active; AID 1381;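 active = plate z-score of nuclear minus cytoplasmic receptor signal below a set negative limit, without overly bright fluorescence or cell loss, cut at about -3.5 in these data, passing the limit was not always enough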;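 note: z-score of nuclear minus cytoplasmic ring GR-EGFP intensity difference per well; some compounds called inactive have numbers as strong as hits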
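Buffer or medium: tetracycline-free induction medium containing charcoal-stripped FBS / Reagent: dexamethasone agonist, 1.0 µM final, for 30 min / Technique: automated 10x imaging of fixed Hoechst-stained cells / Times: induction 48 h, compound 1 h, agonist 30 min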
T cell modulator: modulates CD8 T cell binding to vesicles | 2C CD8+ T cell-vesicle binding, flow cytometry; active compounds read low | calls only at 7 µM | 330,000 tested, 0.068% active | AID 2052;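 active = response, share of CD8 T cells binding vesicles, and their 90th percentile fluorescence all below set limits, cut at about 80% in these data, passing the limit was not always enough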
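Read-out – percent CD8+ FL2 mean versus row control · System – murine 2C transgenic CD8+ T lymphocytes · Times – 1.5 h cell–vesicle binding at 37 °C, then 20 min icy labelling · Control set – naked vesicles low, QL9 vesicles with vehicle high · Detection – cytometric PE anti-B7-1 and Alexa647 anti-CD8 signals after 1% paraformaldehyde fixation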
Autophagy HCS: autophagy modulation, high-content screen; MEF GFP-LC3 puncta imaging; test concentration mostly 10 µM; 190,000 tested, 0.98% active; calls only at 10 µM (by protocol); AID 463193;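 active = percentage of spot-positive cells more than 3 SD above its plate mean, without a fluorescence outlier flag or 80% toxicity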;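 note: spot-positive cell cutoff set from DMSO-treated cells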
WT yeast gro inh: growth inhibition of WT yeast, mitochondrial fusion screen; mitochondrial fusion phenotypic screen, WT strain; AID 1362; 190,000 tested, 2.1% active; inhibition, % at 10 µM; in the data active = inhibition above about 58%; tested in S. cerevisiae
bCat nuc transl: alters nuclear translocation of beta-catenin in HeLa cells; immunofluorescence imaging; nuclear translocation activity, % at 5 µM; 190,000 tested, 0.3% active; AID 1665;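 active = nuclear translocation activity above 50% at 5 µM, with a well cell count of 50 or more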;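 note: per-cell ratio of nuclear to cytoplasmic median beta-catenin stain intensity; plate controls were DMSO negative control for no effect and GSK-3 inhibitor IX positive control for full effect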
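System: HeLa cells, endogenous beta-catenin; compound dosing: 5 µM primary single dose, 0.1% DMSO, 0.02–20 µM confirmation series; incubation: 24 h compound exposure at 37°C, 5% CO2; signal: beta-catenin immunofluorescence imaging with DAPI; evaluation: % activation, nuclear-to-cytoplasmic median beta-catenin signal ratio per cell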
MT stabilize HCS: stabilizes microtubules in HeLa cells; HeLa tubulin immunostaining HCS, 24 h; share of cells brighter than vehicle mean+2SD; % tubulin-high responders, % at 10 µM; 200,000 tested, 0.83% active;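 active = plate Z-score above 3 for both tubulin-high and condensed-nucleus cell shares, with cell loss under 80%, at 10 µM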;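 note: anti alpha tubulin signal scored within the nucleus-defined area of each cell; some results filed as inactive read as strong as hits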
P. falciparum M1AAP: malaria alanyl aminopeptidase activity blockers – biochemical, fluorogenic H-Leu-NHMec substrate, 1536-well (AID 1445); recombinant M1AAP, H-Leu-NHMec fluorogenic kinetic assay; higher % means a stronger effect; inhibition, % at 30 µM; hits with a dose series show IC50 in µM; 220,000 tested, 0.42% active;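 active = primary inhibition above the hit cutoff, then over 50% inhibition at one or more dose response concentrations, cut at about 23% in these data, passing the limit was not always enough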;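 note: plate controls were DMSO full reaction for no effect and no enzyme background for full effect; strong numbers were not always called active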
WT yeast gro inh mutant strain: also measured in WT yeast gro inh; calls as there; inhibition, %; mitochondrial fusion phenotypic screen, mutant strain inhibition
Dynein cargo inh cytoplasmic EGFP: further read-out of Dynein cargo inh, marked with its call; z-score; measured here: cytoplasmic GR-EGFP intensity; active compounds read high
Dynein cargo inh nuclear GR-EGFP: further read-out of Dynein cargo inh, marked with its call; z-score; measured here: nuclear GR-EGFP intensity;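 lower value marks the stronger effect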
Dynein cargo inh cell count: also measured in Dynein cargo inh; calls as there; z-score; measured here: cell count per field
bCat nuc transl cell count 5 µM: also measured in bCat nuc transl; calls as there; cell count; measured here: cell count, cytotoxicity flag
T cell modulator vesicle-bound %: further read-out of T cell modulator, marked with its call; double positive events, %; measured here: CD8+ vesicle-bound cell fraction;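 binding gate set so that unloaded-vesicle control wells show 10% double positive cells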
MT stabilize HCS Hoechst-high %: recorded beside MT stabilize HCS, whose call it bears; % Hoechst-high responders; measured here: nuclear condensation Hoechst responders;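 share of cells brighter than vehicle mean plus two SD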
MT stabilize HCS cytotoxicity %: also measured in MT stabilize HCS; calls as there; toxicity, %; measured here: cytotoxicity by cell density;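 0% = mean cell density of plate MIN control wells and 100% = no cells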
Autophagy HCS cell loss 18 h: also measured in Autophagy HCS; calls as there; toxicity, %; measured here: cell loss, nuclei count;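 cell loss after 18 h compound exposure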
* = called active by the depositor; i = inactive; · = not tested or not shown.

SMILES	Yfh1-depleted yeast	M17LAP inhibition	Dynein cargo inh	Dynein cargo inh cytoplasmic EGFP	Dynein cargo inh nuclear GR-EGFP	Dynein cargo inh cell count	T cell modulator	T cell modulator vesicle-bound %	Autophagy HCS	Autophagy HCS cell loss 18 h	WT yeast gro inh	WT yeast gro inh mutant strain	bCat nuc transl	bCat nuc transl cell count 5 µM	MT stabilize HCS	MT stabilize HCS Hoechst-high %	MT stabilize HCS cytotoxicity %	P. falciparum M1AAP
CCCn1c(N)c(Sc2ccccc2)c(=O)n(CCC)c1=O	i	-11%	-0.9	-0.43	-0.26	0.46	i	31	i	11	11	33	2.4	1324	2.8	2.0	4.9	0%
CCCCNC(=O)N(O)C1N(CCCC)C(=O)N(CC(=O)OC)C1(C)C (stereo unspecified)	i	-9%	0.067	-0.21	0.29	-0.054	i	24	i	-3	-4	-1	-2.8	1175	2.5	0.7	21	-11%
Cc1ccc(NC(=S)N(CCCN(C)C)Cc2cc3cc4c(cc3[nH]c2=O)OCO4)c(C)c1	i	-59%	1.2	-0.17	0.57	-0.6	i	6	i	3	7	20	-1.6	1054	0.9	0.9	2.3	2%
CCN(CC)S(=O)(=O)c1ccc(C)c(NC(=O)CSc2nc3ccccc3[nH]2)c1	i	7%	-0.54	0.76	-0.35	-0.19	i	25	i	0	4	-16	0.6	940	3.3	3.4	3.3	-1%
COc1ccc(N(C)C(=O)CCS(=O)(=O)c2cccc3nonc23)cc1	i	6%	-0.8	-0.2	-0.11	0.53	i	7	i	4	2	10	-0.3	1190	2.0	1.1	4.0	15%
CCN(CC)C(CNS(=O)(=O)c1ccc(Cl)cc1)c1ccccc1 (stereo unspecified)	i	-4%	-1.3	-0.26	-0.25	0.85	i	38	i	-5	-3	7	-0.8	861	3.6	4.4	8.5	4%
O=C(NCCCN1CCOCC1)c1cc2c(s1)CCCC2	i	-8%	0.21	-0.31	0.14	-0.012	i	31	i	17	-1	1	-3.0	1171	6.1	4.8	3.8	6%
COC(=O)c1scc(C)c1N/N=C(\C)c1ccc(F)cc1	i	1%	-0.69	-0.51	-0.36	0.89	i	55	i	-1	11	-7	-1.9	1151	0.7	1.3	0.2	12%
CCOc1cccc(/C(O)=C2/C(=O)C(=O)N(CCN3CCOCC3)C2c2cccnc2)c1 (stereo unspecified)	i	17%	-0.32	-0.21	-0.53	0.14	i	53	i	0	3	-1	0.7	1134	3.8	2.6	4.2	-4%
COCc1cc(C)nc2sc(C(=O)N3CCCC3)c(N)c12	i	-11%	-0.42	-0.24	-0.58	-0.48	i	43	i	31	10	17	·	·	3.3	2.0	8.8	0%
COc1ccc(NC(=O)Cn2nnc(C(=O)NCc3ccccc3OC)c2N)cc1Cl	i	1%	0.21	0.014	0.65	-0.54	i	18	i	4	14	21	·	·	3.8	1.3	2.1	-1%
CCCCNC(=O)C1CC(c2cccc([N+](=O)[O-])c2)=NO1 (stereo unspecified)	i	17%	1.1	-0.19	0.89	-0.27	·	·	i	7	-5	-13	1.1	1462	3.6	1.9	4.9	12%
C=CCNC(=S)/C(=C(\[O-])c1ccc(Cl)cc1)[n+]1ccccc1	i	0%	-0.29	0.099	-0.13	1.3	i	52	·	·	·	·	-3.9	1151	·	·	·	-1%
O=C(CC(c1ccccc1)c1ccccc1)Nc1nn[nH]n1	i	44%	-0.65	-0.37	0.089	0.95	i	60	i	14	12	10	-1.0	1070	3.4	3.0	2.4	11%
COc1ccc2c(c1)C1=NN(/C(C)=C\C(C)=O)C(c3ccccc3)C1CC2 (stereo unspecified)	i	6%	-0.57	-0.12	-0.25	0.42	i	33	i	-3	26	7	-4.3	565	5.2	2.2	4.5	4%
Oc1nc(Nc2ccc(Cl)cc2Cl)sc1/C=C1\C=Nc2ccccc21	i	-18%	-1.3	-0.33	-0.87	2.1	i	26	i	7	83*	40*	-0.6	1069	2.3	2.7	7.2	11%
O=C(CCN1CCN(c2ccccc2F)CC1)Nc1ccc2c(c1)OCO2	i	2%	-1.5	-0.2	-0.12	1.3	i	27	i	-45	-14	-6	-1.9	1127	4.3	2.7	6.0	-1%
O=C1CC(SCc2nc3ccccc3[nH]2)C(=O)N1c1cccc(Cl)c1 (stereo unspecified)	i	8%	1.5	0.037	1.3	-1.5	i	18	i	-5	-15	19	·	·	2.2	1.2	2.5	-3%
COc1ccc(-c2csc(NC(=O)c3ccoc3C)n2)cc1	i	-1%	-1.2	-0.23	-0.00038	0.59	i	22	i	5	21	12	-3.7	1003	3.7	2.5	11	0%
c1ccc(Cc2noc(CN3CCN(C4CCc5ccccc5C4)CC3)n2)cc1 (stereo unspecified)	i	-3%	-0.048	-0.22	-0.29	-0.21	i	33	i	8	-3	15	0.0	1501	6.4	0.9	6.8	-4%
CC(NCc1ccc(-c2ccccc2)cc1)C(O)c1ccccc1 (stereo unspecified)	i	1%	-0.89	0.63	-0.37	-1.2	i	43	i	0	68	69	47	221	11	21	40	4%
O=C(CN1CCCCC1)N=Nc1c(O)[nH]c2ccccc12	i	11%	0.22	0.85	0.2	-0.39	i	7	i	-27	4	6	-1.1	1220	5.3	2.2	5.2	1%
COC(=O)c1cc(-c2ccc(S(=O)(=O)N3CCCCC3)cc2)c(C(F)(F)F)s1	i	-2%	0.046	-0.0018	0.019	0.32	i	34	·	·	·	·	0.6	1065	·	·	·	-3%
CCOC(=O)c1c(NC(=O)CSc2c[nH]c3ccccc23)sc2c1CCC2	i	3%	0.17	-0.15	1.1	-0.16	i	32	i	30	6	-12	-1.0	519	2.2	2.1	5.8	1%
O=c1[nH]ncn1-c1ccccc1	i	4%	-0.068	-0.22	0.21	0.14	i	37	i	3	-2	17	-3.1	1021	4.5	1.7	5.7	8%
CCCNS(=O)(=O)c1ccc(CCC(=O)NCc2cccnc2)cc1	i	5%	-0.66	-0.25	-0.41	2	i	61	i	4	-5	19	2.3	1187	4.3	2.6	9.6	0%
Cc1[nH]c2ccccc2c1C(=O)COC(=O)c1c(-c2ccccc2Cl)noc1C	i	8%	0.75	0.24	0.17	-0.46	i	47	i	-5	87*	70*	1.3	1118	2.9	3.5	4.8	10%
CCCNC(=S)Nc1ccc(Oc2ccccc2)cc1	i	-6%	0.67	-0.087	0.83	-0.72	i	27	i	-9	-18	9	-2.3	1246	1.8	1.4	5.9	8%
CC(C)(C)c1ccc(OCC(=O)NNC(=O)Cc2cccs2)cc1	·	-1%	-0.96	-0.19	0.18	0.34	i	52	i	15	14	-4	-1.0	1364	2.2	1.2	1.9	10%
O=C(/C=C/c1cccc([N+](=O)[O-])c1)NCCSCc1ccc(Cl)cc1Cl	i	6%	0.74	-0.24	0.53	-0.23	i	22	i	33	21	19	-0.9	1163	10	2.4	3.1	4%
CC/C(=N\NC(=O)COc1ccc(Br)cc1)c1ccc(OC)c(OC)c1	i	2%	0.95	0.27	0.8	-1.5	i	20	i	-14	-7	12	-1.0	1154	4.2	2.8	7.1	12%
CCC(=O)NC1(C(F)(F)F)C(=O)Nc2c1c(=O)n(C)c(=O)n2C (stereo unspecified)	i	4%	-0.49	-0.19	0.11	-0.013	i	16	i	-10	-8	-15	·	·	2.6	2.3	9.2	8%
O=C(OCc1cccc([N+](=O)[O-])c1)c1ccncc1	i	-2%	0.00021	-0.24	-0.24	0.5	i	53	i	-11	-25	-7	-0.4	1533	3.7	3.3	5.5	6%

5 entries from above, arranged by length of the SMILES, descending:
SMILES	Yfh1-depleted yeast	M17LAP inhibition	Dynein cargo inh	Dynein cargo inh cytoplasmic EGFP	Dynein cargo inh nuclear GR-EGFP	Dynein cargo inh cell count	T cell modulator	T cell modulator vesicle-bound %	Autophagy HCS	Autophagy HCS cell loss 18 h	WT yeast gro inh	WT yeast gro inh mutant strain	bCat nuc transl	bCat nuc transl cell count 5 µM	MT stabilize HCS	MT stabilize HCS Hoechst-high %	MT stabilize HCS cytotoxicity %	P. falciparum M1AAP
O=C(/C=C/c1cccc([N+](=O)[O-])c1)NCCSCc1ccc(Cl)cc1Cl	i	6%	0.74	-0.24	0.53	-0.23	i	22	i	33	21	19	-0.9	1163	10	2.4	3.1	4%
CC/C(=N\NC(=O)COc1ccc(Br)cc1)c1ccc(OC)c(OC)c1	i	2%	0.95	0.27	0.8	-1.5	i	20	i	-14	-7	12	-1.0	1154	4.2	2.8	7.1	12%
Oc1nc(Nc2ccc(Cl)cc2Cl)sc1/C=C1\C=Nc2ccccc21	i	-18%	-1.3	-0.33	-0.87	2.1	i	26	i	7	83*	40*	-0.6	1069	2.3	2.7	7.2	11%
CCCNS(=O)(=O)c1ccc(CCC(=O)NCc2cccnc2)cc1	i	5%	-0.66	-0.25	-0.41	2	i	61	i	4	-5	19	2.3	1187	4.3	2.6	9.6	0%
CC(NCc1ccc(-c2ccccc2)cc1)C(O)c1ccccc1 (stereo unspecified)	i	1%	-0.89	0.63	-0.37	-1.2	i	43	i	0	68	69	47	221	11	21	40	4%

Rows were taken by chance, and some 4.4% of all compounds hit somewhere here.
